ADAM17 inh: ADAM17 inhibitors, primary screen, biochemical, QFRET. Disintegrin and metalloproteinase domain-containing protein 17 (Homo sapiens), P78536. 370,000 compounds, 0.83% hits. inhibition, % at 6.95 µM. recombinant ADAM17, EDANS/DABCYL FRET peptide cleavage;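 active = inhibition above the mean of compounds lying between control limits plus 3 SD, set per campaign, cut at about 8.5% in these data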;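 note: 0% = DMSO-only wells as the low control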
proKLK7 act: proKLK7 zymogen activators, primary screen, biochemical, fluorescence intensity; 370,000 compounds, 0.9% hits; Kallikrein-7 (Homo sapiens), P49862; purified proKLK7, EDANS-DABCYL substrate fluorescence; 100% is mature enzyme control, 0% vehicle; activation, % at 7 µM; AID 652039, 2013;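 active = activation above the mean of all tested compounds plus 3 SD, computed per campaign excluding outliers beyond control limits, cut at about 13% in these data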
Target sequence (P49862 whole entry, looked up): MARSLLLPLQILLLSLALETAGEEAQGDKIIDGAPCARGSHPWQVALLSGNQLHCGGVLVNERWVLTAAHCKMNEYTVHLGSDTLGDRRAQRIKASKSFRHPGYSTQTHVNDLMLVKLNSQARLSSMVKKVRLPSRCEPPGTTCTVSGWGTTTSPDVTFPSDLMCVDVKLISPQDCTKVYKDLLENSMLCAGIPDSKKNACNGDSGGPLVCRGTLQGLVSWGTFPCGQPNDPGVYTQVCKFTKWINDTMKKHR
DDE Tn7 FP inh: inhibitors of Tn7 peptide binding to fibrin DD(E), primary screen, biochemical, fluorescence polarization, human fibrin, Tn7 probe; 370,000 compounds, 0.13% hits; FP displacement of FITC-Tn7 peptide from fibrin DD(E); 0% = median of compound wells per plate; Fibrinogen beta chain (Homo sapiens), P02675; inhibition, % at 8.3 µM;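 active = inhibition above the mean of compounds falling within the control limits plus 3 SD of them, cut at about 14% in these data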;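 note: 0% = plate median of compound wells and 100% = 10 µM Aha-Tn7 peptide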
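Test system – human fibrin DD(E) · Times – 10 min preincubation, 3 h with tracer, room temperature · Detection – fluorescence polarization of the labelled Tn7 tracer · Measure – percent inhibition normalized to high-control wells · Benchmarks – high control wells with 10 µM unlabelled Aha-Tn7 peptide (full inhibition) · Repeats – singlicate testing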
ADAM10 inh: human ADAM10 inhibitors, primary screen, biochemical, QFRET, HTS; AID 720582, 2013; Disintegrin and metalloproteinase domain-containing protein 10 (Homo sapiens), O14672; inhibition, % at 7 µM; recombinant ADAM10, EDANS/DABCYL FRET peptide cleavage, 3 h; 370,000 compounds, 0.62% hits;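 active = inhibition above a per-campaign cutoff equal to the mean of compounds falling between control-based bounds plus 3 SD, cut at about 20% in these data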;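 note: 0% = DMSO wells while the 100% control is not disclosed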
Target sequence (O14672 214-748 limits assumed): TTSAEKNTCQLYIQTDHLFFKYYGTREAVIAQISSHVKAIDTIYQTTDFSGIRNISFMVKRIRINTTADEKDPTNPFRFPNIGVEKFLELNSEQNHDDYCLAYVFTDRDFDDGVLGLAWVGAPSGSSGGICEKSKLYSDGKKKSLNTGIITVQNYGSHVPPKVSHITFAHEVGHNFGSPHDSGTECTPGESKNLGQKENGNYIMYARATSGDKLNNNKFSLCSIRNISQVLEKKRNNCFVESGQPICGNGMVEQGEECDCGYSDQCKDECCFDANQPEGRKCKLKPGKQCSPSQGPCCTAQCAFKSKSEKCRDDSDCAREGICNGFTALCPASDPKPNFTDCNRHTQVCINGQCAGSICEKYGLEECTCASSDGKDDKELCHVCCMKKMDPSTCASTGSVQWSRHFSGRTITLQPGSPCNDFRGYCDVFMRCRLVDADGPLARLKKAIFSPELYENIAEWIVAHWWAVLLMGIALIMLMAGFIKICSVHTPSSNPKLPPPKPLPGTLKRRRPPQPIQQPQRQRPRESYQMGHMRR
ASAP1 inh: inhibitors of human ASAP1 ArfGAP activity, primary screen, biochemical, fluorescence polarization; 360,000 compounds, 0.19% hits; inhibition, % at 16.5 µM; Arf-GAP with SH3 domain, ANK repeat and PH domain-containing protein 1 (Homo sapiens), …; ASAP1-stimulated ARF1 GTP hydrolysis, GDP FP detection; in the data active = inhibition above about 25%;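 note: 0% = vehicle with enzyme and substrate and 100% = no enzyme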
PLCg1 inh: PLC-gamma1 enzyme inhibitors, primary screen, biochemical, fluorescence, purified enzyme; 1-phosphatidylinositol 4,5-bisphosphate phosphodiesterase gamma-1 (Homo sapiens), P19174; fluorogenic substrate; inhibition, % at 12.2 µM; 370,000 compounds, 0.84% hits; AID 720700, 2013; in the data active = inhibition above about 9.5%
Tn6 DDE FP: inhibitors of Tn6 peptide binding to fibrin DD(E), primary screen, biochemical, fluorescence polarization, human fibrin, Tn6 probe; Fibrin DD(E) TRITC-Tn6 fluorescence polarization displacement; AID 720509, 2013; Fibrinogen beta chain (Homo sapiens), P02675; inhibition, % at 8.3 µM; 370,000 compounds, 0.21% hits;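 active = inhibition above a per-campaign cutoff: mean of compounds within control limits plus 3 SD, cut at about 15% in these data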;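 note: 0% = median of all compound wells on the plate and 100% = blocking peptide control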
LEDGF integ inh: blockers of LEDGF/p75-dependent integrase strand transfer – biochemical, TR-FRET, high throughput, primary screen. HIV-1 integrase (with human LEDGF/p75). TR-FRET IN-LEDGF/p75 DNA integration, Eu/Cy5. inhibition, % at 3.7 µM. 370,000 compounds, 0.64% hits;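 active = inhibition above the screen-wide mean plus 3 SD, cut at about 13% in these data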;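 note: signal is the Cy5 over europium emission ratio at 671 and 618 nm; 0% = plate median of compound wells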
ARFGAP1 inhibitor: inhibitors of rat ARFGAP1 GAP activity, primary screen, biochemical, fluorescence polarization, GDP tracer. Arfgap1-stimulated ARF1 GTP hydrolysis, GDP FP detection. 360,000 compounds, 0.26% hits. inhibition, % at 16.5 µM;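 active = inhibition above a per-plate limit, mean inhibition of low control wells plus 3 SD, cut at about 25% in these data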;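 note: 0% = DMSO wells with enzyme and 100% = wells lacking Arfgap1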
Target sequence (Q62848 1-136 limits assumed): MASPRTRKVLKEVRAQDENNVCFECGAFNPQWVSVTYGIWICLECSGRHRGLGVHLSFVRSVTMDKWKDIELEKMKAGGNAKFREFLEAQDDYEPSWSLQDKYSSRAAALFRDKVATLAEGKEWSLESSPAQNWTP
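Assay system: Rat Arfgap1 GAP domain (His6, aa 1-136), purified enzyme | Buffer or medium: HEPES 25 mM pH 7.5, NaCl 150 mM, MgCl2, DTT | Schedule: GTP hydrolysis reaction 2 h at 25 °C | Signal: FP of antibody-bound GDP Alexa 633 tracer, ex 620/em 688 nm | Measure: Percent inhibition of Arfgap1-stimulated GTP hydrolysis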
TDP2 inh: human TDP2 enzyme inhibitors, primary screen, biochemical, epi absorbance, recombinant enzyme. Tyrosyl-DNA phosphodiesterase 2 (Homo sapiens), O95551. T5PNP hydrolysis, p-nitrophenol absorbance 415 nm. inhibition, % at 12.8 µM. 370,000 compounds, 0.34% hits;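 active = inhibition above the mean of all tested compounds plus 3 SD, set per campaign, cut at about 25% in these data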;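 note: 0% = DMSO with enzyme and 100% = buffer with substrate but no TDP2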
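System – recombinant human TDP2 · Amount – 120 nM TDP2 per well · Buffer or medium – Mg2+-containing Tris-HCl buffer, pH 7.5 · Reagent – T5PNP substrate, 5 mM · Dosing – 12.8 µM single point, 1% DMSO · Incubation – 2 h at 37 °C · Measured by – epi absorbance · Read-out basis – percent inhibition · Benchmarks – high control without enzyme, low control DMSO plus TDP2 · Repeats – singlicate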
Starred values were filed as active, the others as inactive.

SMILES	ADAM17 inh	proKLK7 act	DDE Tn7 FP inh	ADAM10 inh	ASAP1 inh	PLCg1 inh	Tn6 DDE FP	LEDGF integ inh	ARFGAP1 inhibitor	TDP2 inh
Cc1c(C(=O)C(=O)N2CCCc3ccccc32)c2ccccc2n1C	-1.5	0.6	0.5	2.0	-9.8	4.7	2.9	-0.7	9.2	4.5
COc1cc(OC)c(NC(=O)c2ccccc2F)cc1Cl	-0.7	1.7	-3.2	3.5	3.4	0.3	-6.3	-1.4	5.5	-6.4
COc1ccc(C(=O)Nc2cc([N+](=O)[O-])ccc2N2CCN(C)CC2)cc1	1.2	0.2	-3.1	6.3	-1.2	3.6	6.5	0.1	-16.1	-6.7
Cc1c(Cl)cccc1NS(=O)(=O)c1cn(C)c(=O)n(C)c1=O	-3.5	-0.1	-1.4	-6.4	4.2	-2.1	-4.5	-0.1	6.6	-2.4
Cc1cc(C)n(CCNS(=O)(=O)c2ccc(C)c(C)c2)n1	0.0	-0.4	-8.4	-6.8	-3.0	1.1	0.2	1.6	-0.9	12.3
Cc1ccc(-c2ccc(C3C(C#N)=C(N)Oc4n[nH]c(C)c43)o2)cc1 (stereo unspecified)	-3.9	-0.2	1.2	-12.3	16.3	-47.9	-2.8	-0.8	15.7	8.6
O=C(CSc1nc(O)cc(=O)n1-c1ccccc1)NCc1ccccc1	1.0	-0.3	-1.0	0.3	2.1	0.9	-2.6	5.1	-1.0	-3.2
COc1ccc(CN2CCCCCC2)cc1OC	-5.9	-0.4	3.5	-3.8	-1.8	-1.9	-3.0	-2.4	-0.6	12.8
CC(C)N1CCN(Cc2ccccc2-c2ccco2)CC1CCO (stereo unspecified)	0.6	-0.4	-1.0	-0.3	-0.8	1.2	4.1	1.0	-9.0	2.8
Cc1cccc(CNC(=O)C2CCC(=O)N(C3CCCC3)C2)c1 (stereo unspecified)	-4.2	-0.3	3.7	-9.6	1.8	2.0	-5.5	-2.0	3.0	1.1
Cc1cccc(C)c1NC(=O)C1(C)CCC(=O)N1CCCn1ccnc1 (stereo unspecified)	3.6	0.7	2.0	-5.9	0.0	0.4	6.6	-0.4	12.3	-2.2
O=C(Nc1cccc2ccccc12)c1ccco1	-6.0	-0.8	4.8	-7.9	8.6	-2.9	-4.5	1.2	-3.2	9.0
CCN1C(=NCCc2c[nH]c3ccccc23)N[C@@H](c2ccccc2)[C@H](C(=O)OC)[C@H]1C	-5.0	0.7	-4.6	1.4	6.1	-5.5	-5.2	2.6	-2.0	7.4
Cc1noc(C)c1COC(=O)c1ccc(F)c(S(=O)(=O)N2CCOCC2)c1	5.3	0.5	-1.6	0.1	-7.3	8.9	-5.3	7.4	-10.4	-10.1
O=C(/C=C/c1ccncc1)c1cc(Cl)ccc1O	-5.6	-0.1	-0.3	-5.4	12.3	-14.8	-5.8	2.9	12.5	-10.3
COc1ccc(OC)c(-c2cc(C(=O)N3CCN(c4ncccn4)CC3)c3ccccc3n2)c1	-6.1	1.3	-1.5	-11.7	-3.3	-33.1	3.9	0.8	2.7	0.9
Cc1sc2nc(C)n(/N=C/c3ccc(O)cc3O)c(=O)c2c1C	4.9	-1.8	-2.7	-2.4	8.2	-2.3	3.0	1.3	21.4	-7.6
CC(C)c1ccc(N=C(N)N=C(N)N)cc1	2.6	0.5	-1.8	2.8	11.6	-0.2	4.2	0.4	5.3	-7.5
CC1CCN(S(=O)(=O)c2ccc(N/N=C(/C#N)C(N)=O)cc2)CC1	1.4	-0.3	2.3	1.6	-8.0	4.2	4.2	0.7	-4.5	2.2
COC(=O)[C@]12C[C@H](CC(=O)NCc3cccs3)C(=O)N(Cc3ccccc3)C1=C[C@H](C1CCCC1)O[C@@H]2C	-1.3	0.7	8.6	-0.2	14.5	0.0	5.5	-1.7	2.7	6.3
Cc1ccc(Cl)c(OCC(=O)Nc2sc(C)c(C)c2C#N)c1	-1.3	0.0	10.4	1.4	-2.7	3.0	4.1	-2.2	2.2	1.6
CCCCN(C=O)c1c(CC)nc2ccc(C(=O)NCCN(C)C)cn12	-11.2	0.5	10.8	-27.1	-3.0	-14.3	-2.9	1.7	-4.8	-0.8
Cc1noc(C)c1C(=O)N1CCC(C(=O)c2ccc(F)cc2F)CC1	-0.9	0.4	5.9	-8.1	5.2	0.8	6.8	-3.1	8.2	-8.3
O=C(NCC1CCCO1)c1cc2ccccc2nc1Cl (stereo unspecified)	2.5	-0.2	-6.5	10.0	8.0	6.2	2.9	-3.1	14.6	-14.9
COc1ccc(OC)c(CCNC(=O)CCC(=O)N2CCOc3ccc(C)cc32)c1	-1.6	0.2	0.5	-9.0	-4.7	0.5	2.3	-2.4	2.6	5.4
COCCn1c(SCC(=O)Nc2ccc(F)cc2)nc2c(c1=O)SCC2	-3.4	-0.3	-1.4	-2.8	5.7	-0.7	6.2	2.1	-8.0	-1.0
CCS(=O)(=O)Nc1cccc(C2=NN(C(C)=O)C(c3cccs3)C2)c1 (stereo unspecified)	-0.3	-1.3	-7.9	-2.7	-2.8	-9.5	4.3	2.0	6.5	1.3
C[C@H](NC(=O)c1ncn2c1C(=O)N(C)CC2)C(=O)OC(C)(C)C	-2.5	-0.5	2.8	-7.5	-10.9	-1.6	9.8	-0.9	-16.0	-0.8
COc1cc(CCC(=O)NC2(C)CCS(=O)(=O)C2)cc(OC)c1OC (stereo unspecified)	-4.6	0.4	3.7	-10.2	-1.3	4.7	-2.5	-2.7	-8.4	2.8
COC(=O)c1c(NC(=O)CSc2nnnn2-c2ccccc2)sc2c1CCC(C(C)(C)C)C2 (stereo unspecified)	-4.9	0.0	-1.2	4.5	2.0	0.2	0.6	-0.7	6.4	1.0
Cc1ccc(Cl)cc1NC(=S)N/N=C/c1cccc2ccccc12	-0.4	-2.2	-5.2	4.0	3.3	1.1	3.3	5.6	-2.6	-2.5
COc1cc(C(=O)COC(=O)c2ccco2)cc(OC)c1OC	-1.1	0.3	-0.9	-2.6	6.3	-3.2	6.2	2.7	3.6	3.3
COc1ccc(NC(=O)CN2CCN(c3nc(-c4cccc(OC)c4)cs3)CC2)cc1	8.6	0.2	-6.0	20.3*	1.8	2.0	-7.3	3.0	2.5	-7.4
O=C(OCC(=O)N1CCC(Cc2ccccc2)CC1)c1ccc(O)cc1	6.6	0.6	-11.3	3.5	-2.9	7.6	2.8	3.5	3.3	-18.4
Cc1ccc(Cl)cc1-c1cc(C(=O)NCc2ccc(C(F)(F)F)cc2)[nH]n1	1.5	0.5	1.8	5.5	-7.0	-2.0	-2.7	-1.3	2.1	-2.7
O=C1CSc2ccc(S(=O)(=O)NCc3ccccc3Cl)cc2N1	7.1	-0.1	-0.3	8.2	-10.0	-0.3	5.8	-0.9	1.6	0.7
O=C(NCc1cccc(C(F)(F)F)c1)c1cc(Cl)cc(Cl)c1	-21.3	-5.1	-0.5	-54.8	-16.7	-1.6	-2.0	2.5	-6.5	-11.5
CC1CCN(c2ccccc2NC(=O)c2ccc([N+](=O)[O-])o2)CC1	1.5	0.1	-1.0	-13.8	10.0	-0.2	-5.4	1.7	-1.4	1.5
CS(=O)(=O)N(Cc1ccccc1)c1ccc(C(=O)NCCSCc2ccco2)cc1	-3.4	-0.1	-4.2	-4.6	14.5	0.5	-10.0	-0.2	12.2	3.7
O=C(Nc1ccc(C(=O)O)cc1)/C(=C\C=C\c1ccccc1)NC(=O)c1ccccc1Br	1.7	0.7	0.0	-11.2	-0.5	0.8	-1.2	-4.8	-2.9	-4.8
Cc1cc(C)n(C(=O)CNc2ccc(C)c(C)c2)n1	2.5	0.0	-6.5	4.7	15.0	4.1	2.9	5.2	-2.7	-9.2
Cc1cc(=O)nc2c3ccccc3n(C(C)C(=O)NCCN3CCOCC3)n12 (stereo unspecified)	0.4	-0.2	8.6	-14.2	0.7	1.0	4.9	-2.2	7.2	-10.6
O=C(CSc1n[nH]c(=O)n1C1CC1)Nc1ccc(F)c([N+](=O)[O-])c1	-4.0	0.3	-7.4	1.1	11.3	-1.3	-2.4	2.7	-9.3	1.2
Cc1noc(C(=O)Nc2cccnc2)c1Cl	1.0	0.5	4.3	9.3	-7.7	11.7*	-0.6	1.3	-9.4	0.9

Grouped by structure, the compounds so far containing a tert-butyl group.
SMILES	ADAM17 inh	proKLK7 act	DDE Tn7 FP inh	ADAM10 inh	ASAP1 inh	PLCg1 inh	Tn6 DDE FP	LEDGF integ inh	ARFGAP1 inhibitor	TDP2 inh
C[C@H](NC(=O)c1ncn2c1C(=O)N(C)CC2)C(=O)OC(C)(C)C	-2.5	-0.5	2.8	-7.5	-10.9	-1.6	9.8	-0.9	-16.0	-0.8
COC(=O)c1c(NC(=O)CSc2nnnn2-c2ccccc2)sc2c1CCC(C(C)(C)C)C2 (stereo unspecified)	-4.9	0.0	-1.2	4.5	2.0	0.2	0.6	-0.7	6.4	1.0

Full records, quoted from the list. Values in the order: ADAM17 inh | proKLK7 act | DDE Tn7 FP inh | ADAM10 inh | ASAP1 inh | PLCg1 inh | Tn6 DDE FP | LEDGF integ inh | ARFGAP1 inhibitor | TDP2 inh
Cc1noc(C(=O)Nc2cccnc2)c1Cl in the list: 1.0 | 0.5 | 4.3 | 9.3 | -7.7 | 11.7* | -0.6 | 1.3 | -9.4 | 0.9
O=C(CSc1n[nH]c(=O)n1C1CC1)Nc1ccc(F)c([N+](=O)[O-])c1 in the list: -4.0 | 0.3 | -7.4 | 1.1 | 11.3 | -1.3 | -2.4 | 2.7 | -9.3 | 1.2
Cc1cc(C)n(C(=O)CNc2ccc(C)c(C)c2)n1 in the list: 2.5 | 0.0 | -6.5 | 4.7 | 15.0 | 4.1 | 2.9 | 5.2 | -2.7 | -9.2
